High-throughput results (PubChem BioAssay)
Anesthetic bind: qHTS Assay for Identification of Novel General Anesthetics. Potency, µM (doses to about 77.5 µM), inactives show top-dose activity change, negative = displacement, most hits filed as inhibitors. apoferritin/1-aminoanthracene competitive binding, fluorescence. Ferritin light chain (Equus caballus), P02791. actives 0.074% (n = 350,000); further: potency means the concentration at half of the fitted maximal effect; on the % scale 0 is the no-effect control and ±100 the full control effect; nearly all actives have a fitted effect of over 20% in size
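Concentration-response curves derived by four-parameter Hill fitting of normalized fluorescence, where compounds displaced 1-AMA from 10 uM horse apoferritin following a brief 10 min room-temperature incubation; propofol titration acted as positive control.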
Glioma ERSR ind: qHTS for Inducers of the Endoplasmic Reticulum Stress Response (ERSR) in Human Glioma: qHTS | Potency, µM, for the others: top-dose activation, hits mostly activators | AID 602332, 2012 | actives 0.02% (n = 420,000) | U87-MG GRP78 promoter luciferase reporter, 16 h; further: potency means the concentration at half of the fitted maximal effect; series mostly up to about 76 µM; % of control where 0% means no effect; nearly all actives have a fitted effect of over 35% in size
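Stably transfected U87-MG glioma cells carrying a GRP78-based luciferase sensor; 16 h compound incubation. Luminescence end-point read 10 min after Bright-Glo addition at room temperature.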
POLK inh: qHTS for Inhibitors of Polymerase Kappa. DNA polymerase kappa (Homo sapiens), Q9UBT6. purified Pol kappa, fluorescent DNA synthesis assay, 10 min. Potency, µM (titrated, usually from 107 µM), without a hit: at the highest dose activity, negative = inhibition, usual class: inhibitors. actives 0.53% (n = 400,000); further: potency means the concentration at half of the fitted maximal effect; on the % scale 0 is the no-effect control and ±100 the full control effect
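Pol kappa 10 nM + cpd, 15 min RT; start w/ substrate 50 nM final; fluorescence kinetic read, 0 and 10 min. Neg ctrl: buffer, no enzyme.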
LDHA block: qHTS assay for inhibitors of human lactate dehydrogenase | L-lactate dehydrogenase A chain (Homo sapiens), P00338 | purified LDHA, NADH/diaphorase-resazurin fluorescence; stronger effect = lower value | activity change, % (values are at about 110 or 230 µM) | actives 0.15% (n = 480,000); in the data active means activity change below about -30%; inconclusive means mostly about -25% to -30%;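 further: plate controls were DMSO wells for no effect and wells without enzyme for full effect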
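Resorufin fluorescence (ex540/em590), read at 0 and 20 min after diaphorase/resazurin addition, reports the NADH left after a 5 min room-temperature reaction of 2 nM human LDH5 with 0.06 mM NADH and 0.2 mM pyruvate.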
BLM inh: qHTS Assay for Inhibitors of Bloom's syndrome helicase (BLM) | actives 0.2% (n = 350,000) | recombinant BLM DNA unwinding, fluorescence dequenching | AID 2528, 2010 | Potency, µM (series often up to 56.1 µM), without a hit: top-dose activity change, negative = inhibition, most hits filed as inhibitors;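 further: potency means the concentration at half of the fitted maximal effect; plate controls were vehicle for no effect and no enzyme for full effect; nearly all actives have a fitted effect of over 35% in size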
APE1 inh: qHTS Assay for Inhibitors of the Human Apurinic/apyrimidinic Endonuclease 1 (APE1); DNA repair nuclease/redox regulator APEX1 (Homo sapiens), P27695; recombinant APE1, TAMRA/BHQ-2 abasic DNA cleavage fluorescence; Potency, µM (doses to about 65.8 µM), inactives show at the highest dose activity change, negative = inhibition, actives largely listed as inhibitors; actives 0.35% (n = 350,000);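 further: potency means the concentration at half of the fitted maximal effect; plate controls were vehicle for no effect and reference inhibitor for full effect; nearly all actives have a fitted effect of over 55% in size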
Target sequence (P27695 whole entry, looked up): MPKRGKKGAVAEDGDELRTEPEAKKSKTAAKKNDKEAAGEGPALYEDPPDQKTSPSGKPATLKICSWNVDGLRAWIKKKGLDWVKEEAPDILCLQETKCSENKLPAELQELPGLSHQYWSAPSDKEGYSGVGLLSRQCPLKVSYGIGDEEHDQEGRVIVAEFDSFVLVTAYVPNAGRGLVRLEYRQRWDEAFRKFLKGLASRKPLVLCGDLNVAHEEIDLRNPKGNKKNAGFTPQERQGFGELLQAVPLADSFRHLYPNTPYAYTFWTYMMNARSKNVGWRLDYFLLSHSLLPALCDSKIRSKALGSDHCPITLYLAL
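Measures dequenching upon AP-site incision of a 5'-TAMRA/3'-BHQ-2 THF-containing duplex, 50 nM; human APE1 0.75 nM after 15 min room-temperature exposure to compound; kinetic three-point read at one-minute spacing.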
Pol eta inh: qHTS for Inhibitors of Polymerase Eta; recombinant Pol eta, fluorescent DNA replication assay; Potency, µM (top dose mostly 114 µM), without a hit: top-dose activity change, negative = inhibition, hits mostly inhibitors; actives 1.2% (n = 390,000); further: potency means the concentration at half of the fitted maximal effect; on the % scale 0 is the no-effect control and ±100 the full control effect
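Pol eta (10 nM) was preincubated with compounds for 15 min at room temperature, after which fluorescent replication substrate (50 nM final) was added to start the reaction. Fluorescence was read kinetically at 0 and 10 min.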
POLI inh: qHTS for Inhibitors of Polymerase Iota | DNA polymerase iota (Homo sapiens), Q9UNA4 | Pol iota fluorescent replication assay, 10 min | Potency, µM (doses to about 115 µM), inactives show at the top dose activity, negative = inhibition, hits mostly inhibitors | actives 1% (n = 390,000); further: potency means the concentration at half of the fitted maximal effect
Target sequence (Q9UNA4 whole entry, looked up): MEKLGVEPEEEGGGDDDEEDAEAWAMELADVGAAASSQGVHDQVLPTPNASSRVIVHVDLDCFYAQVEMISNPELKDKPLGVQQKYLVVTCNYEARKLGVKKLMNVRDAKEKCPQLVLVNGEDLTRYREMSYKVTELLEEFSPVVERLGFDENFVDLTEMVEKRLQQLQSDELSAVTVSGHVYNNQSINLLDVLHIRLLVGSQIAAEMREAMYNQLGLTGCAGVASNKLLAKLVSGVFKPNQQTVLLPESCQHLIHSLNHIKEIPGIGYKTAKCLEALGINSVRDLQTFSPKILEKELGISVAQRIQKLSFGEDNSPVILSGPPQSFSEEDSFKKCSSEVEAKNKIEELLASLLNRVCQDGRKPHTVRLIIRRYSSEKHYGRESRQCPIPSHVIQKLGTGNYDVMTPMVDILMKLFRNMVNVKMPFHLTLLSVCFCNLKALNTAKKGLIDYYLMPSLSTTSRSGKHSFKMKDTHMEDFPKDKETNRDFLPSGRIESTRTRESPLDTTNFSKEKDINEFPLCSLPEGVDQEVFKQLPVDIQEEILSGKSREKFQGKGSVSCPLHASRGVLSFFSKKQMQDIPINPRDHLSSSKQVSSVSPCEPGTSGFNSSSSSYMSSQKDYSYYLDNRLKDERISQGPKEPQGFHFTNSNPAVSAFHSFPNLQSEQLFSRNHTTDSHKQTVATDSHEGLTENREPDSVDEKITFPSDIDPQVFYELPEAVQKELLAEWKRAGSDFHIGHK
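Fluorescent replication assay read twice, at 0 min and 10 min after adding 50 nM (final) substrate. Enzyme (10 nM) and compounds were first incubated 15 min at room temperature; enzyme-free buffer wells were negative controls.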
POLB inh: qHTS Assay for Inhibitors of DNA Polymerase Beta; actives 1.3% (n = 340,000); P06746; Potency, µM (highest dose often 114 µM), without a hit: at the highest dose activity change, negative = inhibition, usual class: inhibitors; Pol beta primer extension/strand displacement, fluorescence kinetic; AID 485314, 2010; further: potency means the concentration at half of the fitted maximal effect; on the % scale 0 is the no-effect control and ±100 the full control effect
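Curves were derived by four-parameter Hill fits of normalized qHTS data. The kinetic fluorescent primer-extension read was taken at 0 and 10 min after 50 nM substrate, following a 15 min room-temperature preincubation of 10 nM enzyme with compounds.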
The depositor's hits bear a star; ? = inconclusive; . = not tested or not shown; & = joins results of further samples; [ ] = another dose, or the depositor's remark. Unless noted, the call rests on the fitted dose curve; in most records, active means well fitted curve in the direction sought with a large enough effect; inconclusive means small, poorly fitted or top-dose-only effect, or another doubt; inactive means no such curve, though single readings can be large; an effect the other way counts as inactive or inconclusive. A portion of the library; rates above refer to the full screens.

SMILES | Anesthetic bind | Glioma ERSR ind | POLK inh | LDHA block | BLM inh | APE1 inh | Pol eta inh | POLI inh | POLB inh
COCCN1C(=S)N[C@@H](c2ccccc2)C(C(=O)OC)=C1C | -13% | . | . | . | 1% | 17% | . | . | 30%
CCCN(CCC)C(=O)Cn1c(SCc2cccc(C(F)(F)F)c2)nc2cccnc21 | -12% | -1% | 0% | 0 | -2% | . | 1% | 20% | -3%
NC(=O)c1ccc[n+](Cc2ccccc2)c1 | -2% | -2% | 0% | -4 | 7% | -1% | -7% | 31%[activator] | 21%[57.1 µM]
CC(C)Cn1c(=O)c2ccccc2n2c(CCC(=O)NCc3ccccn3)nnc12 | -4% | -3% | -7% | -6 | -1% | 21% | 6% | -10% | 17%
COCCNC(=O)CSc1nc2ccccc2c(=O)n1CCC(=O)N1CCN(c2ccccc2)CC1 | -11% | -1% | -5% | -10 | 1% | -7% | -5% | 177%[activator] | 4%
CCCc1nnc(N2C(=O)c3oc4ccc(F)cc4c(=O)c3C2c2ccc(C(=O)OC)cc2)s1 (stereo unspecified) | -4% | -4% | -3% | -1 | -1% | . | -21% | 0% | 0%
CCC(=O)N/C(N)=N/c1nc(C)c2cc(OC)ccc2n1 | -2% | -1% | 8% | 5 | 88%[activator] | 2% | -12% | -3%[58.9 µM] | -8%
CCOc1ccccc1NC(=O)c1c(NCc2cccs2)sc2c1CCC(C)C2 (stereo unspecified) | -9% | -3% | -11%[60.1 µM] | -4 | -2% | . | 2% | 25% | 0%
O=C(CCCCCNS(=O)(=O)c1ccc(Br)cc1)NCCN1CCOCC1 | -8% | -3% | -6% | -3 | -4% | 15% | -7% | -3%[58.9 µM] | 49%
Cc1ccc(-c2cc(C(=O)NCc3ccccc3Cl)c3ccccc3n2)cc1C | 3% | 0% | -13%[60.1 µM] | -12 | -1% | . | -3% | 9% | 4%
Cc1ccc(-n2nc(C)c(C(=O)NCCCN3CCN(c4ccccc4F)CC3)c2-n2cccc2)cc1 | 7% | -7% | 2% | 2 | -2% | . | -22% | 0% | -20%
COc1cccc(NC(=O)Cn2nc3c4ccccc4n(Cc4cccc(F)c4)cc-3c2=O)c1 | 34%[activator] | -5% | -22% | -1 | -12% | . | -1% | 12% | -5%
COc1ccc(/C(C)=N/NC(=O)c2ccc(N(C)C)cc2)cc1 | -12% | 7% | -17% | 1 | 0% | -1% | -11% | 3% | 5%
COc1cccc(NC(=O)Cn2c(=O)oc3ccccc32)c1 | -2% | -5% | -3% | -1 | -1% | -1% | -17% | ? | 17%
Clc1ccccc1COc1ccc(/C=N/n2cnnc2)cc1 | 2% | 0% | -24% | -6 | -14% | 18% | -1% | 10% | 32µM*
CC1(C)CC(CC(=O)O)(c2ccccc2)CCO1 (stereo unspecified) | -8% | 1% | -21% | -3 | -6% | 4% | -6% | -5% | 6%
CCc1ccccc1NC(=O)N1CCC(CN2CCc3ccccc3C2)CC1 | -8% | -2% | -5% | 4 | 0% | . | -16% | 12% | -1%
NC(=O)CSc1nnc(-c2cccc(S(=O)(=O)N3CCCCC3)c2)o1 | -8% | 0% | -5% | -5 | -5% | -2% | -8% | 13% | 19%
CCO[C@@H]1OC(C(N)=O)=C[C@H](c2ccc(Br)cc2)[C@H]1CCCO | -4% | -2% | 0% | -5 | 0% | 17% | -4% | 9% | 7%
O=C(NCc1cccnc1)c1ccc2c(c1)N(Cc1ccccc1)CCS2 | 9% | -2% | -3% | 1 | 1% | -2% | ? | 39%[activator] | 8%
Fc1c(F)c(F)c(/C=N/NC(=S)Nc2cccnc2)c(F)c1F | -16% | -11% | 1% | -4 | -16% | -1% | -9% | 37%[activator] | -6%
CC1(C)CC(=O)C=C(Nc2ccccc2F)C1 | -19% | -3% | -11% | -7 | -3% | 7% | -11% | 19% | 12%
CCNC(=O)/C(C#N)=C/c1c(N2CCN(Cc3ccc4c(c3)OCO4)CC2)nc2c(C)cccn2c1=O | 0% | 0% | 0% | 2 | -1% | 2% | -10% | 11% | 2%
O=C(NCc1ccccc1F)C1CCN(C(=O)Nc2ccc(F)cc2)CC1 | -7% | -4% | 6% | 3 | -1% | 20% | -2% | 80%[activator] | 27%
COc1ccccc1NC(=O)COc1ccccc1C(=O)Nc1ccccc1 | -9% | -2%&-4% | -11%&-12% | -7&-2 | -12% | -6% | -12% | 28%&6% | 0%
O=C(O)COc1ccccc1/C=N/NC(=O)Cc1csc(Nc2cccc(C(F)(F)F)c2)n1 | ? | 1% | -2% | -7 | 2% | -7% | -20% | -16% | 0%
COc1ccccc1CNC(=O)C(CCSC)NS(=O)(=O)c1ccc2c(c1)oc(=O)n2C (stereo unspecified) | 3% | 0% | -11% | -9 | -2% | 13% | 6% | 16% | 32%
O=S(=O)(Nc1nc2ccccc2nc1NCC1CCCO1)c1ccc(F)cc1 (stereo unspecified) | -4% | -4% | -27% | 1&1 | -2% | 1% | 1% | 29% | -1%
CCOC(=O)N1CCN(/[N+]([O-])=N/OCOC)CC1 | . | -4% | 8% | 1 | . | . | . | 24% | .
CC(C)c1ccccc1OCC(=O)NCC(c1cccs1)N1CCOCC1 (stereo unspecified) | -21% | -3% | -9% | -2 | -6% | 8% | -23% | 10% | -1%
Cc1cc(C)nc(SCC(=O)c2ccc3c(c2)OCCO3)n1 | -12% | 6% | -7%[60.1 µM] | -5 | 0% | -5% | -13% | 30%[activator] | -1%
O=[N+]([O-])c1cccnc1NCCc1c[nH]c2ccccc12 | 0% | 6% | 7%[60.1 µM] | -3 | -3% | 4% | -20% | 9% | -1%
COCCCNC(CC(=O)Nc1cc(C)cc(C)c1)C(=O)O (stereo unspecified) | . | -4% | -3% | -5 | . | . | -9% | -7% | .
O=C(NCCCN1CCN(CCCNC(=O)c2cccc(Cl)c2)CC1)c1cccc(Cl)c1 | -9% | -4% | -6% | -5 | 2% | 3% | -11% | 32%[activator] | 6%
COC(=O)c1cc(NC(=O)c2cc(C)oc2C)cc(C(=O)OC)c1 | -14% | -5% | -10% | -4 | -2% | -3% | -5% | 19% | 19%
COc1cc(OC)cc(C(=O)NNC(=S)NC2CC2)c1 | -5% | -3% | 1% | -3 | -2% | -11% | -11% | 162%[activator] | 13%
COc1ccc(CC(NC(C)=O)C(=O)NC2CCN(c3nc(C)cc(C)c3C#N)CC2)c(OC)c1 (stereo unspecified) | -10% | 9% | 1% | -5 | -3% | -5% | -1% | 16% | 35%
C=CCNC(=O)c1cc2c(=O)n3cc(C)ccc3nc2nc1NCC1CCCO1 (stereo unspecified) | 123%[activator] | . | . | . | -14% | -1% | . | . | 8%
CC(=O)Nc1ccc(S(=O)(=O)NC2CCCCCC2)cc1 | -2% | -1% | -2% | -6 | 2% | 10% | 13% | 20% | 45%
O=C1CC2(CCN(C(=O)COc3ccccc3)CC2)Oc2ccccc21 | . | -2% | 6% | -11 | . | -11% | -26% | 54%[activator] | .
COCCn1nnnc1C(c1ccc(OC)cc1OC)N1CCN(c2ccccc2)CC1 (stereo unspecified) | ? | -3% | -3% | -4 | -2% | -4% | -16% | ? | -19%
COc1ccc(C2=NNC(c3cc(Cl)cc4c3OCOC4)C2)c(O)c1 (stereo unspecified) | -15% | . | . | . | 8% | 1% | . | . | 5%
COc1ccc2[nH]c(C(=O)NCc3ccccc3)cc2c1 | 12% | 3% | -7% | 16 | -4% | 0% | -2% | -16% | 1%
COc1ccc(N=Cc2c[nH][nH]c2=O)cc1 | ? | -1% | 8% | 4 | -1% | -2% | -8% | ? | 9%
CCc1ccc(NC(=O)COC(=O)CCCC2=NS(=O)(=O)c3ccccc3N2)cc1 | -8%&-8% | -1%&0% | -14% | -6&-5 | 1%&0% | 9% | -9%&-13% | -19%&15% | 25%&2%

Reformatted as tab-separated lines: part of the list above
Compound	Anesthetic bind	Glioma ERSR ind	POLK inh	LDHA block	BLM inh	APE1 inh	Pol eta inh	POLI inh	POLB inh
O=C(NCCCN1CCN(CCCNC(=O)c2cccc(Cl)c2)CC1)c1cccc(Cl)c1	-9%	-4%	-6%	-5	2%	3%	-11%	32%[activator]	6%
COC(=O)c1cc(NC(=O)c2cc(C)oc2C)cc(C(=O)OC)c1	-14%	-5%	-10%	-4	-2%	-3%	-5%	19%	19%
COc1cc(OC)cc(C(=O)NNC(=S)NC2CC2)c1	-5%	-3%	1%	-3	-2%	-11%	-11%	162%[activator]	13%
COc1ccc(CC(NC(C)=O)C(=O)NC2CCN(c3nc(C)cc(C)c3C#N)CC2)c(OC)c1 (stereo unspecified)	-10%	9%	1%	-5	-3%	-5%	-1%	16%	35%

Later entries
SMILES | Anesthetic bind | Glioma ERSR ind | POLK inh | LDHA block | BLM inh | APE1 inh | Pol eta inh | POLI inh | POLB inh
CCC1(c2ccccc2)SC(N)=NC1=O (stereo unspecified) | . | -4% | -9% | -6 | . | . | -4% | 31%[activator] | .
CCCNC(=O)COC(=O)c1ccccc1C(=O)N(C)C1CCCCC1 | -13% | -3% | 1% | 1 | -2% | -5% | -3% | 25% | 33%
O=[N+]([O-])c1ccc(N2CCCCC2)c(Cl)c1N1CCCCC1 | -16% | -3% | 0% | 3 | -2% | 1% | -7% | 15% | ?
Cc1c(OCC(=O)NCCCN2CCOCC2)ccc2c1oc(=O)c1ccccc12 | -8% | -3% | -2% | -4 | 54%[activator] | 35%[activator] | -2% | -3% | 9%
NC(=O)C1CCCN(C(=O)c2ccc(NC(=O)c3cccs3)cc2)C1 (stereo unspecified) | . | 3% | -2% | -15 | . | 7% | -5% | 6% | .
O=c1c2ccccc2oc2cc(OCc3cccc(F)c3)cc(O)c12 | 27% | -5% | ? | 6 | -3% | -9% | -1% | ? | 22µM*
